Assay outcomes (PubChem BioAssay)
NCF1 inh – p47phox (human) inhibition. P14598. p47phox/p22phox peptide binding, fluorescence polarization, 2 h. inhibition, % at 24.7 µM. hit rate 0.53% among 220,000;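 active means inhibition above about 30%, limit read from the data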;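 further: 0% = p47phox with labelled peptide and 100% = labelled peptide alone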
Target sequence (P14598 whole entry, looked up): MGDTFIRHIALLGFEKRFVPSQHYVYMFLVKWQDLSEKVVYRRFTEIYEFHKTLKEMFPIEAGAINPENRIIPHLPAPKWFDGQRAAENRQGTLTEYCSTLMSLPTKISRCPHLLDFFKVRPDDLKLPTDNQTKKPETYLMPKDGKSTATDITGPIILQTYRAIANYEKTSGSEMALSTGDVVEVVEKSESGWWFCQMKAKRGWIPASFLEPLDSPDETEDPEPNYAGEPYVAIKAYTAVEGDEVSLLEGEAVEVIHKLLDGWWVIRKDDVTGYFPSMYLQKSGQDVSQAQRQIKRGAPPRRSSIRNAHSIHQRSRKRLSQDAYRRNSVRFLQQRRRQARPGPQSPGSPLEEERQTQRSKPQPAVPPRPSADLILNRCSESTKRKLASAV
MDM2 E3 inh – inhibitors of human Mdm2 E3 ubiquitin ligase | Q00987 | cell-based MDM2 ubiquitination luciferase reporter, 2 h; 0 = plate control, 100 = twice control, blank-subtracted | signal enhancement, % at 5 µM | hit rate 0.11% among 210,000;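 active means signal enhancement of 30% or more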;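 further: luminescence tracks abundance of the self-degrading MDM2-luciferase fusion protein; higher signal means inhibition of MDM2 E3 ligase activity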
Target sequence (Q00987 whole entry, looked up, the tested form may be a part): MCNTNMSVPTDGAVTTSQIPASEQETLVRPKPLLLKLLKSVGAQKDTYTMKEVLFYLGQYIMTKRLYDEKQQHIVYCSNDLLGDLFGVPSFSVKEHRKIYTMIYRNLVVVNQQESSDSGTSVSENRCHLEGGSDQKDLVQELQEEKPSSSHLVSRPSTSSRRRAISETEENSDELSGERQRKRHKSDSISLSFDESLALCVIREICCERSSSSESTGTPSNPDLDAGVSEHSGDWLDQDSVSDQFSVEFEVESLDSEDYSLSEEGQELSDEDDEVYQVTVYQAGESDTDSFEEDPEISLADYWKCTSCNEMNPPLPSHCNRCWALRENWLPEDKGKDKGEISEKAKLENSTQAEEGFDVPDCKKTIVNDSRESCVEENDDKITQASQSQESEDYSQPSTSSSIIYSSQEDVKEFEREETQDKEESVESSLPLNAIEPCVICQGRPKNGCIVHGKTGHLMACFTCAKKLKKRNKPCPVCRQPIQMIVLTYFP
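Test system: stable mammalian line carrying autodegrading MDM2–luciferase fusion reporter; quantity: 2000 cells in each well; times: 4 h cell settling then 2 h compound exposure, 37 °C; detection: luminescence with SteadyLite reagent, 15 min at room temperature; evaluation: percent signal gain over controls, blank-subtracted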
PPC-1+TRAIL kill – compounds killing PPC-1 cancer cells with TRAIL present (potentiator screen, no TRAIL-free arm); PPC-1 cells + TRAIL, ATPLite viability luminescence; hit rate 0.41% among 220,000; cell killing (% activity), % at 4 µM;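 active means cell killing above 50% in the first pass at 4 µM, then a duplicate retest at 5 µM averaging 50% or more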;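 further: plate controls were cells with TRAIL plus DMSO for no effect and medium-only wells lacking cells for full effect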
TRPML3 ag – activates the human TRPML3 channel; activation, % at 3 µM; HEK293 TRPML3-YFP, Fluo-8 calcium fluorescence; 100% = the carbachol control signal; hit rate 0.29% among 220,000; AID 1448; Q8TDD5;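 active means activation above its plate's cutoff, the mean activation of the plate's test wells plus 3 SD, cut at about 12% in these data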;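 further: 0% = DMSO only wells and 100% = carbachol wells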
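Test system – HEK293 line with stable expression of human TRPML3-YFP channel · Control set – carbachol 87 µM final as high control (100%), DMSO as low control (0%) · Signal – Fluo-8 calcium dye fluorescence, ex 470-495, em 515-575 nm · Incubation – 1-h 37 °C dye load, 5-s basal, 120-s post-compound reads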
CHOP inh – CHOP inhibition in unfolded protein response; CHO-K1 CHOP-promoter luciferase, tunicamycin-induced, 15-18 h; inhibition, % at 10 µM; hit rate 3.8% among 220,000;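 active means compounds that reduced the stress-induced luciferase reporter signal by more than about 70% of percent inhibition, limit read from the data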;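 further: 0% = tunicamycin plus vehicle and 100% = wells without tunicamycin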
Runt-SMMHC FRET – Runt domain-CBFb-SMMHC interaction inhibition. AID 1434. inhibition, % at 20 µM. hit rate 0.74% among 220,000. Q01196+Q13951. Cerulean-Runt/Venus-CBFb-SMMHC FRET ratio 530/480, 1 h;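 active means mean inhibition across duplicate retests at 20 µM reaching about 50%, limit read from the data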;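 further: 0% = DMSO wells and 100% = wells with excess untagged CBFb-SMMHC; inhibitors lower the FRET ratio by blocking Runt binding to CBFb-SMMHC; some results filed as inactive read as strong as hits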
TRPN1 ag – activates the zebrafish TRPN1 channel | HEK293 zebrafish TRPN1-YFP, Fluo-8 calcium fluorescence; 100% = response to 87 µM carbachol | activation, % at 3 µM | hit rate 0.18% among 220,000 | AID 1424;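 active means activation above its plate's cutoff, the mean activation of test wells on that plate plus 3 SD, cut at about 19% in these data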;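 further: 0% = DMSO alone and 100% = 87 µM carbachol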
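Control set: carbachol 87 µM as high control, DMSO as low control; system: HEK293 stable line with zebrafish TRPN1-YFP; read-out: % activation versus carbachol response; detection: intracellular calcium fluorescence with Fluo-8; doses: single test compound dose, 3 µM nominal, 0.3% DMSO; schedule: dye 1 h 37 °C plus 30 min RT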
TNF death inh – blocks TNF-alpha induced death of Jurkat FADD-/- cells | Jurkat FADD-/- TNF necroptosis rescue, ATP luminescence, 24 h; 0 = TNF only, 100 = no-TNF cells | activation (protection from cell death), % at 10 µM | hit rate 0.068% among 220,000;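 active means activation, meaning protection from cell death, of at least 50% relative to plate controls; inactive means activation below 50%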;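 further: necroptosis triggered by 40 ng/mL TNF-alpha added together with compound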
EBV gp42 inh – inhibitors of Epstein-Barr virus glycoprotein 42; hit rate 0.42% among 220,000; Q1HVG2; inhibition, % (tested at 21.74 µM); Fluorescence polarization binding assay, mP read-out; in the data active means inhibition above about 50%
Target sequence (Q1HVG2 whole entry, looked up): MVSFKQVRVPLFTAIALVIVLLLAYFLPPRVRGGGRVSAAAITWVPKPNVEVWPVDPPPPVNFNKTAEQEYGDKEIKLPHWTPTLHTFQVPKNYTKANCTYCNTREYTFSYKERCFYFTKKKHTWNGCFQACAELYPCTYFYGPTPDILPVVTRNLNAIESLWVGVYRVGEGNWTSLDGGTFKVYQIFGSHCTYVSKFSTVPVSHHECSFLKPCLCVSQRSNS
An asterisk follows results filed as active; . = no result given.

SMILES	NCF1 inh	MDM2 E3 inh	PPC-1+TRAIL kill	TRPML3 ag	CHOP inh	Runt-SMMHC FRET	TRPN1 ag	TNF death inh	EBV gp42 inh
CCC12CN(S(=O)(=O)c3ccc(C)cc3)CC(CC)(CN(S(=O)(=O)c3ccc(C)cc3)C1)C2=O	3.6	-16.4	33.7	0.0	7.3	-2.8	-0.4	-2.2	-16.9
O=C(NCc1ccco1)C1CCCCC1	-6.1	-1.2	0.4	0.3	23.5	0.8	1.2	11.8	-2.1
NNC(=O)c1cccnc1Oc1ccccc1	3.3	-13.7	12.4	0.1	12.6	-3.2	-1.4	2.1	-4.8
Cc1ccc(C(=O)CSc2nnc(-c3ccco3)n2C)cc1	-4.6	-16.7	2.0	0.5	46.9	1.6	0.4	2.7	-19.4
O=C(COC(=O)c1n[nH]c2ccccc12)NC(=O)NC1CCCCC1	-8.3	-2.8	8.8	0.3	45.6	0.3	2.1	0.3	1.5
CC(=O)c1ccc2c3c(cccc13)CC2	-16.5	-12.4	24.6	0.0	23.3	2.0	-0.8	-1.1	-1.9
Cc1ccc2c(c1)c(CC(=O)Nc1ccc(F)cc1)c(C(=O)O)n2C	-3.0	-9.3	4.5	0.4	37.2	-1.0	-0.9	-1.7	-8.7
CCOc1ccc(N2C(=O)c3cccnc3C2=O)cc1	-7.0	-13.6	-5.9	0.4	0.7	-0.2	-0.6	-0.1	-14.8
CC1=C(C(=O)OC(C)C)C(c2ccc(Br)s2)NC(=O)N1 (configuration not stated)	-3.6	-13.3	1.7	-0.8	23.9	-0.3	-1.0	-6.1	-10.4
COc1ccc2[nH]cc(S(=O)(=O)c3ccc(F)cc3)c(=O)c2c1	-16.4	4.5	-2.6	0.0	10.1	0.9	-0.1	0.1	-15.2
CC1=NN(c2cccc(C(=O)O)c2)C(=O)/C1=C\C=C\c1ccco1	-14.3	36.5*	-4.6	0.3	-27.0	22.5	-0.4	-6.3	17.9
CCCC[C@@H]1CNC(=S)N1CCC12CC3CC(CC(C3)C1)C2	-0.5	.	10.5	0.4	-36.7	-4.5	1.5	-2.4	0.5
COc1ccccc1CNC(=O)COC(=O)c1cnccn1	-7.5	-0.6	-6.1	-0.2	11.0	0.3	1.6	-2.4	-0.8
C/C(=N\N=C1\NC(=O)C(CC(=O)O)S1)c1ccccn1 (configuration not stated)	-2.1	-14.8	15.3	-0.1	8.1	-4.4	-0.1	-0.1	-14.9
O=C(Cn1c(=O)sc2ccccc21)NCCOc1ccccc1F	-10.7	-7.7	24.8	-0.4	0.4	4.5	-0.8	-0.8	-11.8
O=C1CCCc2c1[nH]c1c(Br)cccc21	-2.7	-21.1	-7.7	-0.4	35.3	1.2	-0.6	-2.5	1.6
O=C(COC(=O)CNC(=O)c1ccccc1F)Nc1ccc2c(c1)OCCO2	0.1	-1.5	19.5	1.0	-0.5	2.2	0.0	1.0	-6.0
O=C(CSc1nnc(-c2ccncc2)o1)c1cccc([N+](=O)[O-])c1	-8.9	-10.2	7.2	0.1	2.4	-2.2	1.1	-1.6	-6.2
C=CCn1c(-c2cccc(OC)c2OC)n[nH]c1=S	-3.9	-17.8	-6.7	2.9	-0.7	8.6	3.6	-1.6	-11.4
CC1CCCCN1C(=O)Cn1cnc2cc([N+](=O)[O-])ccc2c1=O (configuration not stated)	-0.1	-21.6	5.5	0.5	-2.2	-2.3	1.5	1.0	-1.7
O=C(O)c1c2c(nc3ccc(S(=O)(=O)N4CCC(C(=O)N5CCCCC5)CC4)cc13)CCCC2	-9.2	-9.4	-2.8	0.9	15.1	-0.6	0.2	1.0	-0.8
C=C(C)CSc1nc2sc3c(c2c(=O)n1C1CCCCC1)CCN(C)C3	-22.0	-5.6	-1.5	-0.1	10.3	32.2	-1.2	-2.3	-19.4
Cc1cc(C(=O)Nc2sc(C)c(C)c2C#N)no1	-15.7	-7.2	32.0	1.7	19.6	-1.7	1.1	-3.0	-6.0
CC1(C)Cc2cccc(OCC(=O)N3CCN(S(=O)(=O)c4ccccc4)CC3)c2O1	-3.5	-12.2	24.0	-0.1	4.2	-7.8	0.0	-3.6	-17.1
O=C(/C=C/c1ccc(Cl)cc1Cl)NC(=S)Nc1ccc(CN2CCOCC2)cc1	1.2	0.8	10.9	1.7	39.6	-10.0	2.2	8.8	14.5
SMILES	NCF1 inh	MDM2 E3 inh	PPC-1+TRAIL kill	TRPML3 ag	CHOP inh	Runt-SMMHC FRET	TRPN1 ag	TNF death inh	EBV gp42 inh
Cc1cccc(NC(=S)NC2CC3CCCC(C2)N3CC(C)C)c1C (configuration not stated)	-11.8	-3.9	11.1	-0.3	-10.9	1.5	-0.1	-8.7	-11.0
COc1ccccc1CCNC(=O)/C(=C/c1cccnc1)NC(=O)c1ccccc1	-9.3	-5.9	-1.1	0.5	2.2	8.2	0.5	1.4	3.5
COc1cc(C2C(C#N)=C(N)OC3=C2C(=O)CCC3)ccc1OC(=O)N1CCOCC1 (configuration not stated)	-1.6	-1.6	-4.2	0.6	16.6	2.7	1.8	-1.5	-9.2
CC(=O)c1cccc(NC(=O)NC(C)c2ccncc2)c1 (configuration not stated)	6.5	-3.2	28.1	0.1	17.1	-0.4	1.0	-0.9	-2.7
CC(=O)c1ccc(OCc2cc(=O)n3ccsc3n2)cc1	-8.7	-0.3	14.7	0.5	-1.9	0.2	1.5	-0.8	-5.2
Cc1nonc1C(=O)N/N=C/c1ccc([N+](=O)[O-])o1	0.3	-10.4	13.5	1.0	-15.8	-4.3	1.4	-0.1	7.0
Cc1ccccc1C1CC(c2ccccc2)Nc2ncnn21 (configuration not stated)	-24.7	-16.4	13.4	0.8	-4.6	-3.8	1.6	0.0	-8.4
Cn1cc(CC(=O)NCCN2CCOCC2)c2ccccc21	0.7	-9.4	-5.6	1.3	-7.3	-0.5	1.3	-0.8	0.3
C/C(CCC(C)C)=N\NC(=S)Nc1cc(S(=O)(=O)N2CCOCC2)ccc1N1CCOCC1	-10.3	-3.5	-11.3	0.6	12.7	2.7	-1.0	2.8	1.6
COc1ccccc1C(CC(N)=O)c1ccco1 (configuration not stated)	-10.1	-10.4	4.1	0.8	-7.4	-1.5	0.2	-1.3	-6.0
Cc1cc2c(cc1C)CSC(c1ccc3ccccc3c1O)SC2	-14.4	-14.4	22.2	0.2	65.0	-1.7	-0.6	-0.4	-4.0
Cc1ccc(S(=O)(=O)N2CCc3ccccc3C2CN2C(=O)c3ccccc3C2=O)cc1 (configuration not stated)	-9.1	-1.5	-5.5	22.5*	-21.8	-1.0	0.7	-4.6	-12.2
COc1ccc(N2CCN(C(C)C(=O)Nc3nnc(C)s3)CC2)cc1 (configuration not stated)	0.8	5.8	13.8	0.6	-19.4	4.7	0.8	-0.2	-18.7
Cc1cc(C)nc(SCc2nnc(SCC(=O)Nc3ccc(C)c(C)c3)o2)n1	-12.8	-19.7	8.8	1.2	1.3	-5.1	1.3	-4.5	-12.4
CCCn1nc2cc(C(=O)NCc3ccc(OC)cc3)ccc2c1OCC	2.9	2.7	17.1	-1.8	27.3	-1.1	-1.3	-1.6	-10.3
CCN1CCN(c2ccc(NC(=O)COc3ccccc3Cl)cc2)CC1	0.8	-1.9	1.4	1.8	-5.5	0.4	2.0	-3.3	-7.5
O=C(ONC1=NCCCCC1)c1ccc(Cl)cc1	-7.3	-11.6	-2.2	0.7	35.5	2.1	0.3	-6.1	2.2
CCCc1cc(=O)[nH]c(Nc2ccc(O)cc2)n1	-1.8	-5.2	7.9	0.3	39.3	-2.0	-1.4	-0.1	-6.2
Nc1c(N=Nc2ccccc2F)c(=O)[nH]n1-c1ccccc1	-30.9	-19.9	23.0	0.6	-10.0	0.0	0.9	-0.5	-24.1
COC(=O)c1ccc(COc2cccc3c2CCN(Cc2cccc(C)c2)C3=O)o1	-10.2	-12.7	12.9	2.1	43.8	1.1	3.0	-2.3	2.6
FC(F)(F)c1ccccc1NC1=NCCC1	-5.0	-10.4	13.1	0.9	-3.2	-0.2	0.3	-0.1	-13.8
COc1cc(C2C(C#N)=C(N)OC3=C2C(=O)CC(C)(C)C3)c([N+](=O)[O-])cc1OC (configuration not stated)	1.7	0.1	5.6	0.8	-9.1	-44.9	1.9	-2.8	86.1*
CC1(C)C2CCC(C2)C1(C)NC(=O)C[N+](C)(C)C (configuration not stated)	-19.0	-8.4	-22.8	-0.2	-4.5	1.0	2.2	0.7	-11.6
CNCCCOc1ccc(C)cc1OC	2.7	-4.0	17.5	0.5	16.1	-7.4	1.8	0.8	-18.0
O=C1CC(N2CCC(c3nc4ccccc4[nH]3)CC2)C(=O)N1c1ccccc1F (configuration not stated)	-12.2	-12.7	0.0	0.5	17.9	0.2	0.7	0.7	-7.5

A second format for 11 compounds above.
Compound | NCF1 inh | MDM2 E3 inh | PPC-1+TRAIL kill | TRPML3 ag | CHOP inh | Runt-SMMHC FRET | TRPN1 ag | TNF death inh | EBV gp42 inh
Cc1cccc(NC(=S)NC2CC3CCCC(C2)N3CC(C)C)c1C (configuration not stated) | -11.8 | -3.9 | 11.1 | -0.3 | -10.9 | 1.5 | -0.1 | -8.7 | -11.0
COc1ccccc1CCNC(=O)/C(=C/c1cccnc1)NC(=O)c1ccccc1 | -9.3 | -5.9 | -1.1 | 0.5 | 2.2 | 8.2 | 0.5 | 1.4 | 3.5
COc1cc(C2C(C#N)=C(N)OC3=C2C(=O)CCC3)ccc1OC(=O)N1CCOCC1 (configuration not stated) | -1.6 | -1.6 | -4.2 | 0.6 | 16.6 | 2.7 | 1.8 | -1.5 | -9.2
CC(=O)c1cccc(NC(=O)NC(C)c2ccncc2)c1 (configuration not stated) | 6.5 | -3.2 | 28.1 | 0.1 | 17.1 | -0.4 | 1.0 | -0.9 | -2.7
CC(=O)c1ccc(OCc2cc(=O)n3ccsc3n2)cc1 | -8.7 | -0.3 | 14.7 | 0.5 | -1.9 | 0.2 | 1.5 | -0.8 | -5.2
Cc1nonc1C(=O)N/N=C/c1ccc([N+](=O)[O-])o1 | 0.3 | -10.4 | 13.5 | 1.0 | -15.8 | -4.3 | 1.4 | -0.1 | 7.0
Cc1ccccc1C1CC(c2ccccc2)Nc2ncnn21 (configuration not stated) | -24.7 | -16.4 | 13.4 | 0.8 | -4.6 | -3.8 | 1.6 | 0.0 | -8.4
Cn1cc(CC(=O)NCCN2CCOCC2)c2ccccc21 | 0.7 | -9.4 | -5.6 | 1.3 | -7.3 | -0.5 | 1.3 | -0.8 | 0.3
C/C(CCC(C)C)=N\NC(=S)Nc1cc(S(=O)(=O)N2CCOCC2)ccc1N1CCOCC1 | -10.3 | -3.5 | -11.3 | 0.6 | 12.7 | 2.7 | -1.0 | 2.8 | 1.6
COc1ccccc1C(CC(N)=O)c1ccco1 (configuration not stated) | -10.1 | -10.4 | 4.1 | 0.8 | -7.4 | -1.5 | 0.2 | -1.3 | -6.0
Cc1cc2c(cc1C)CSC(c1ccc3ccccc3c1O)SC2 | -14.4 | -14.4 | 22.2 | 0.2 | 65.0 | -1.7 | -0.6 | -0.4 | -4.0
